miR-122 sensor: inhibitors of miR-122 in Huh7 cells; Huh7 miR-122 Renilla luciferase sensor, 48 h; neutral wells = 0, positive control = 100; activation (reporter increase), % at 12.5 µM; 340,000 compounds, 0.3% hits; AID 602342;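 active = mean replicate activation score at least 90 and every replicate individually at or above 90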;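 also: higher luciferase means less miR-122 activity so hits act as miR-122 inhibitors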
PGC1a acetyl inh: lowers PGC1a acetylation signal in U2OS cells | AlphaScreen anti-acetyl-lysine; with virally co-expressed GCN5 acetyltransferase | 350,000 compounds, 0.17% hits | AID 651687 | inhibition, % at 15.6 µM;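 active = every replicate shows inhibition of at least 40%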;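 also: 0% = neutral control wells and 100% = positive control wells; some results beyond the cut were filed as inactive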
CFTR F508del cor: correctors of CFTR F508del function in bronchial epithelial cells. CFBE cells, YFP halide quenching; stimulated with forskolin plus potentiator P3; % fluorescence drop versus neutral controls. activity (quench increase), % at 7.58 µM. 350,000 compounds, 0.36% hits. AID 720511;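 active = mean added fluorescence quench of at least 8% versus neutral control, with both replicates also reaching 8%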;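 also: cells transiently co-express mutant CFTR-F508del with the halide-sensitive YFP; corrector assay measuring rescue of mutant channel to the surface after 24 h compound exposure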
PglD inh: PglD (C. jejuni) enzyme inhibition | purified PglD enzyme, DTNB colorimetric CoA detection | inhibition, % at 12.5 µM | 360,000 compounds, 0.098% hits; in the data active = inhibition above about 16%, passing the limit was not always enough; also: strong numbers were not always called active
Cneo AK release: Cryptococcus neoformans lysis via adenylate kinase release; 360,000 compounds, 0.2% hits; lysis activity, % at 15 µM; C. neoformans lysis, adenylate kinase release luminescence, 4 h; normalised: neutral wells 0, clomiphene wells 100; AID 651654;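 active = mean lysis activity across replicates of at least 80%, whatever share of replicates individually reach that level; inactive = mean lysis activity below 80%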
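Schedule: static 4 h at 37 °C with compound, 1 h detection; system: C. neoformans cells; benchmarks: Clomiphene as positive control; buffer or medium: fresh YPD medium; measure: luminescence rise reflecting yeast cell lysis; measured by: luminescent adenylate kinase detection reagent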
FN deposition inh: fibronectin deposition inhibition; AH1F fibroblasts, Alexa488-fibronectin deposition fluorescence, overnight; 350,000 compounds, 0.086% hits; inhibition, % at 12.6 µM;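 active = mean inhibition across replicates of 30% or more, regardless of how many single replicates reach that level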;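 also: positive control wells lacked labelled fibronectin entirely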
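Assay system: AH1F fibroblast monolayer, labelled fibronectin deposition. Amount: 10000 cells per well. Also added: labelled fibronectin 24 nM. Compound: single-point pinned compound. Incubation: cell attachment 1 h, compound and FN exposure overnight. Detection: fluorescence after three HBSS washes, excitation 485 nm, emission 525 nm. Read-out: inhibition of fibronectin deposition signal.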
INS-1E GSIS act: primary screen for activators of insulin secretion dependent on glucose, INS-1E cells, GLuc reporter luminescence. activation, % at 16.6 µM. 370,000 compounds, 0.61% hits. INS-1E GLuc reporter insulin secretion, 2-3 h. AID 743287;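 active = lowest replicate activation of at least 40%, so every replicate reaches that level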;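 also: 0% = median of neutral control wells and 100% = median of IBMX positive control wells; some compounds called inactive have numbers as strong as hits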
C2C12 statin: suppressors of simvastatin-induced myotoxicity in C2C12 myotubes; ATP luminescence, 48 h; scaled: DMSO 0, geranylgeraniol control 100; rescue of ATP level, % at 7.49 µM; 330,000 compounds, 0.78% hits;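 active = mean ATP rescue above about 67%, or every replicate alone reaching that limit, limit read from the data, passing the limit was not always enough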;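 also: myotubes were challenged with 10 µM simvastatin during compound exposure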
An asterisk follows results filed as active; x = no result given; & = joins results of further samples; [ ] = dose if it differs, or a comment.

SMILES	miR-122 sensor	PGC1a acetyl inh	CFTR F508del cor	PglD inh	Cneo AK release	FN deposition inh	INS-1E GSIS act	C2C12 statin
COC(=O)[C@H]1C[C@H](OC(=O)NC2CCCC2)[C@@]2(O)CN(S(=O)(=O)c3ccc(C)cc3)CC2[C@H]1C(=O)OC (stereo partly specified)	0	-8	1.2	-1	-2	3	-8	-7
Cc1noc(C)c1NC(=O)Nc1ccc2c(c1)C(=O)N([C@@H](C)CO)C[C@@H](C)[C@H](CN(C)C(=O)C1CCCCC1)OCCCC[C@@H](C)O2	-11[16.7 µM]	-3	0.9	5	0	x	-2	x
O=S(=O)(NCc1ccccc1Br)c1ccccc1Br	84	-55	0.2	-6	1	12	3	x
CC(/C=N/NC(=O)CSc1n[nH]c(=O)[nH]c1=O)=C\c1ccccc1	-3	-1	-0.1	x	x	3	-7	1
O=C(N/N=C\c1cccc([N+](=O)[O-])c1O)C1COc2ccccc2O1 (stereo unspecified)	2	-75	x	-7	-9	4	-27	4
O=C(NNc1cc(Cl)cc(Cl)c1)C1CCC1	x	3	-0.9	x	x	5	14	x
CCCCOc1ccc(OC(=O)c2cccnc2)cc1	-7	-24	x	0	-3	2	x	x
Cc1cc(C)n(CC(=O)n2nc(C)cc2C)n1	-4	0	x	1	0	10	x	0
C[C@H]1CN([C@@H](C)CO)C(=O)c2cc(C3=CCCCC3)cnc2O[C@@H]1CN(C)C(=O)Nc1cccc(F)c1	13[16.7 µM]	-13	0.8	1	6	3	-20	14
COCC(=O)N1[C@H](C#N)[C@H](c2ccccc2-c2cccc(OC)c2)[C@H]1CO	x	8	-0.9	x	x	-9	-2	x
O=C(C1=C[C@H](c2csc3ccccc23)C[C@H](OCc2ccc(CO)cc2)O1)N1CCOCC1	-3	-8&0	1.6&-0.6	3	-4&1	0	6	0
CCN1CCN(Cc2cc(=O)oc3cc(C)cc(C)c23)CC1	7	x	x	-2	-4	2	x	-15
COc1ccc(C2(CNC(=O)c3ccc(OCC(C)C)cc3)CCOCC2)cc1	2	3	x	4	-1	-10	-16	x
CCOc1ccc(S(=O)(=O)Nc2ccc(C(=O)N(C)CC(=O)Nc3ccc(OC)cc3)cc2)cc1	-4	x	1.1	x	x	0	5	22
CC1(C)CC2(CCO1)OC(=O)CC2C(=O)Nc1cccc2ccccc12 (stereo unspecified)	-1	-72	x	0	-2	-4	x	9
CCCCCN1CC(O)=C(c2nc(-c3ccc(Cl)cc3)cs2)C1=N	-5	32	x	x	x	-8	36	x
O=C(O)c1ccc(N/N=C/c2ccc(-c3cccc(Cl)c3)o2)cc1	25	-20	-4.1	2	-3	0	-7	-33
COc1ccccc1NC(=O)N[C@H]1CC[C@H](CCn2cc(-c3ccccc3)nn2)O[C@@H]1CO	x	-1	-1.4	0	1	x	-2	0
CCN1CCCC1CN(Cc1cc2ccc(C)cc2[nH]c1=O)C(=S)Nc1ccc(F)cc1 (stereo unspecified)	x	-2	3.2	x	x	-7	-6	x
Cc1cccc(S(=O)(=O)N[C@H]2CC[C@@H](CCNC(=O)Nc3cc(F)ccc3F)O[C@@H]2CO)c1	x	-2	-1.7	-1	-5	-4	3	-11
O=C1CN(C(=O)COC(=O)/C=C/c2ccc(F)cc2)c2ccccc2N1	-2	-4	2.5	-1	-1	-7	0	-1
COc1cccc(CNc2ncnc3cc(OC)c(OC)cc23)c1	5	7	x	0	0	x	-7	-12
COC(=O)C[C@H]1C[C@H]2c3cc(NS(=O)(=O)c4ccccc4)ccc3O[C@H]2[C@H](CO)O1	1[16.7 µM]	-4	3.8	0	-18	-9	-10	-3
c1ccc(NC2=NCCN2CCCC2CCCC2)cc1	-4	-2	4.6	7	-1	-3	16	-14
O=C(CN1CCOCC1)N1[C@@H](CO)[C@@H]2c3ccccc3NC[C@@H]21	0[16.7 µM]	7	-2.1	6	-6	5	14	-4
Next part:
SMILES	miR-122 sensor	PGC1a acetyl inh	CFTR F508del cor	PglD inh	Cneo AK release	FN deposition inh	INS-1E GSIS act	C2C12 statin
CCc1ccc(OCC(O)CN2CCN(c3ccc(OC)cc3)CC2)cc1 (stereo unspecified)	x	-1	0.5	6	-8	12	-13	3
CN(C)C(=O)c1cccc(-c2ccc(C3[C@@H]4CN(S(=O)(=O)c5ccc(F)cc5)C[C@H]3N4)cc2)c1 (stereo partly specified)	x	-8&-5	1.8&1.7	x	x	-4&1	-15&2	x
COc1cccc(N2CCN(CC(=O)NC3=Nc4ccccc4N=C(C)C3c3ccccc3)CC2)c1 (stereo unspecified)	-4	-13	-0.9	-3	-1	0	3	12
O=C(C[C@@H]1CC[C@@H]2[C@H](COC[C@H](O)CN2Cc2ccc(Cl)cc2)O1)Nc1nccs1	-3[16.7 µM]	2	1.2	-2	43	-7	-6	39
C[C@@H]1CN([C@H](C)CO)C(=O)CCCn2cc(nn2)CO[C@@H]1CN(C)Cc1ccncc1	1[16.7 µM]	-4	-1.4	1	-20	-6	4	-4
COc1cc(C(C)=O)ccc1OCC(O)CN1CCN(c2ccc(C)cc2C)CC1 (stereo unspecified)	x	x	0.3	3	-1	1	-6	-3
Cc1ccc(C(C(=O)NCC2CCCO2)N(C(=O)c2snc(C(N)=O)c2N)c2ccc(C(C)C)cc2)o1 (stereo unspecified)	-1	-21	0.8	-2	1	-3	-19	13
CCOc1cccc2sc(NC(=O)CC)nc12	3	10	2.7	-2	1	x	16	26
CCOc1ccc(NS(=O)(=O)c2ccc(C(=O)N(C)CC(=O)Nc3ccccc3Br)cc2)cc1	x	x	-0.9	0	0	-6	-40	16
Cc1cc(C)n2nc(SCCC(=O)NCCc3ccccc3)nc2n1	0	11	x	5	3	-4	-1	-10
C/C(=N/O)c1c(O)c(C)c(-c2ccccc2)n(-c2ccccc2)c1=O	-7	-4	x	14	-1	0	36	x
N#Cc1cc2c(nc1SCC(=O)Nc1sc3c(c1C#N)CCC3)CCCCC2	-7	10	x	-3	-3	x	x	-36
COc1ccc(NC(=O)COC(=O)COc2cccc(Br)c2)cc1OC	-6	-5	-1.2	-3	-1	10	8	0
C[C@H]1CN([C@@H](C)CO)C(=O)c2cc(NC(=O)Nc3cccc4ccccc34)ccc2O[C@@H]1CN(C)Cc1ccccc1	-1[16.7 µM]	x	1.6	0	5	x	-24	31
Cc1cc(C)cc(C(=O)NC(=S)Nc2ccc(-c3cc4ccccc4oc3=O)cc2)c1	-6	x	x	-4	1	0	42*	x
O=c1[nH]c2ccccc2n1C1=CCCC1	1	-8	x	-1	-9	x	x	4
NS(=O)(=O)c1ccc(CCNCc2ccccc2OCc2ccc(Cl)cc2)cc1	-2	x	-0.1	-6	1	-3	-29	-1
O=C(C[C@@H]1CC[C@H]2NC[C@H](O)COC[C@@H]2O1)NCCc1ccccc1	3[16.7 µM]	-1	1.6	8	2	-17	14	7
CCc1c(C)sc(NC(=O)c2cc(C)no2)c1C#N	6	7	-3.4	0	-3	7	-21	-4
COc1ccc(C2CC(c3ccco3)n3ncnc3N2)cc1 (stereo unspecified)	7	5	-2.2	-2	-2	-2	9	-3
COc1cccc(NC(=O)COc2cc(C)cc3oc(=O)cc(C)c23)c1	6	12	2.8	3	-1	-3	-22	9
CCCCCCn1c(NCC)nc2c1c(=O)[nH]c(=O)n2C	4	3	x	7	-4	x	x	-5
CCOC(=O)c1nnn(-c2nonc2N)c1CN1CCCCCC1	19	16	x	-3	1	6	x	-9
COc1ccc(S(=O)(=O)N(CCC#N)Cc2ccco2)cc1OC	-6	x	4.6	-12	-1	13	46	-3
CCc1cc(-c2n[nH]c(C)c2-c2nc(C)cs2)c(O)cc1OC	x	-1	1.0	x	x	5	-34	x

In a second layout: results already given.
SMILES | miR-122 sensor | PGC1a acetyl inh | CFTR F508del cor | PglD inh | Cneo AK release | FN deposition inh | INS-1E GSIS act | C2C12 statin
CN(C)C(=O)c1cccc(-c2ccc(C3[C@@H]4CN(S(=O)(=O)c5ccc(F)cc5)C[C@H]3N4)cc2)c1 (stereo partly specified) | x | -8&-5 | 1.8&1.7 | x | x | -4&1 | -15&2 | x
COc1cccc(N2CCN(CC(=O)NC3=Nc4ccccc4N=C(C)C3c3ccccc3)CC2)c1 (stereo unspecified) | -4 | -13 | -0.9 | -3 | -1 | 0 | 3 | 12
O=C(C[C@@H]1CC[C@@H]2[C@H](COC[C@H](O)CN2Cc2ccc(Cl)cc2)O1)Nc1nccs1 | -3[16.7 µM] | 2 | 1.2 | -2 | 43 | -7 | -6 | 39

The listing continues.
SMILES	miR-122 sensor	PGC1a acetyl inh	CFTR F508del cor	PglD inh	Cneo AK release	FN deposition inh	INS-1E GSIS act	C2C12 statin
CCS(=O)(=O)c1ccc(O)c(NC(=O)c2cc(OC)c(OC)c(OC)c2)c1	x	8	x	0	0	x	-5	2
CC(C)CC#Cc1cnc2c(c1)C(=O)N([C@@H](C)CO)C[C@@H](C)[C@@H](CN(C)C(=O)CN1CCOCC1)O2	8[16.7 µM]	3	0.5	18	-1	-22	17	8
CC(C)OC(=O)Nc1ccc2c(c1)N(C(=O)N1CCN(C)CC1)c1ccccc1CC2	-2	-6	1.4	9	-22	-2	-4	x
COc1ccc(OCC(=O)OCCN2C(=O)c3ccccc3C2=O)cc1	16	-4	x	8	-1	13	x	-1
CO[C@H]1CN(C)C(=O)c2cc(NC(=O)Nc3ccccc3F)ccc2OC[C@H](C)N(C)C[C@@H]1C	1[16.7 µM]	-10	0.1	-1	-3	-25	-9	16
CCC(=O)Nc1ccc(C(=O)CN2C(=O)NC3(CCCCCC3)C2=O)cc1	-1	0	-3.1	2	1	-1	x	0
CC(=O)Oc1ccc(-c2cccc(C(=O)NCC(=O)O)c2)cc1	2	14	x	-3	0	-64	x	-1
C[C@H](CO)N1C[C@H](C)[C@H](CN(C)Cc2ccc(F)cc2)Oc2ncc(C#CCN(C)C)cc2C1=O	1[16.7 µM]	10	-0.8	0	0	-10	-5	24
C[C@@H]1CN([C@H](C)CO)C(=O)c2cccc(N(C)C)c2O[C@H]1CN(C)C(=O)Nc1ccccc1	124*[16.7 µM]	8	0.3	3	-1	4	5	32
CCc1ccc(-c2cc3c(=O)n(CC(=O)N4CCCC4)nc(C)n3n2)cc1	4	7	-2.1	0	-2	3	51	1
CN1CCN(C(=O)C[C@H]2C[C@H]3c4cc(NC(=O)Nc5ccc(C(F)(F)F)cc5)ccc4O[C@H]3[C@H](CO)O2)CC1	-4[16.7 µM]	1	-1.7	0	2	-3	-7	7
CCCC1(C(=O)O)NC(c2ccc(OC)cc2O)C2C(=O)N(c3ccc(OC)cc3)C(=O)C21 (stereo unspecified)	-8	6	0.1	-1	-1	6	-5	-10
CN1C(=O)c2c(C(=O)Nc3ccc(Oc4ccncc4)cc3)[nH]c(-c3ccccc3)c2C1=O	-6	5	1.0	-1	0	0	5	-14
COc1ccc(NC(=O)Nc2ccc(CC(=O)O)cc2)cc1	-7	-5	1.5	x	x	1	-34	4
C[C@H](NC(=O)N(C)C[C@@H]1OCc2ccccc2-c2ccccc2C(=O)N([C@@H](C)CO)C[C@H]1C)c1ccccc1	x	2	1.2	0	-2	-11	0	x
COc1ccc(C=O)cc1COc1ccc2c(c1)OCO2	54	8	-1.8	4	0	-3	9	17
CCN(CC(=O)NCc1cccs1)C(=O)c1cc(Br)ccc1O	36	4	2.1	-6	-1	3	1	-6
CN(C)c1cccc(C(=O)NNC(=S)NC2CCCC2)c1	1	x	-2.8	6	-8	6	9	4
CCCCN(C=O)c1c(CC)nc2ccc(C(=O)N3CCN(C)CC3)cn12	-3	6	2.9	5	-1	6	11	-10
O=C(CCNC(=O)c1ccc(Br)cc1)Nc1ccc(S(=O)(=O)N2CCOCC2)cc1	x	-14	-2.5	2	-2	-3	-8	-1
O=C(c1cc(Cl)ccc1Cl)N1CCOCC1	-2	-7	0.7	4	-2	x	-8	-3

Screening data from PubChem BioAssay.
